# Screening data as filed in PubChem.
# Mm-Cpn inhibitor: Inhibitors of TCP-1 ring complex (TRiC) of Methanococcus maripaludis (MmCpn): qHTS. Potency, µM (titrated, usually from 76.9 µM), without a hit: at the highest dose activity, negative = inhibition, hits mostly inhibitors. actives 0.031% (n = 330,000). AID 504842, 2011. purified Mm-Cpn ATPase, ADP Transcreener TR-FRET; note: potency is the fitted concentration of half-maximal effect; % is set by controls: 0 for no effect and ±100 for the full control effect; nearly all actives have a fitted effect of over 80% in size
#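 Inhibition of chaperonin ATP hydrolysis is measured as reduced ADP production, detected by competitive TR-FRET in which signal falls with ADP. Final enzyme 25 nM and ATP 10 uM, reacted 30 min at 37°C.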
# HepG2 tox: qHTS for Inhibitors of TGF-b: Cytotox Counterscreen; Potency, µM (titrated, usually from 46.1 µM), for the others: at the top dose activity change, negative = cytotoxicity, actives largely listed as cytotoxic; AID 588856, 2011; HepG2 CAGA-GFP viability, ATP luminescence, 18 h; actives 0.76% (n = 410,000); note: potency is the fitted concentration of half-maximal effect; some results filed as inactive show a strong effect at the top dose
#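 CellTiter-Glo luminescence gave cytotoxicity after 18 hours at 37 degrees C. The cells were HepG2 CAGA-GFP in 1% FBS DMEM, stimulated with 500 pg/mL TGF-beta after compound addition. %Activity was normalised to no-cell wells (complete cell-killing) and DMSO (no toxicity), and curves were fitted and classified.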
# CCT modulator: High-Throughput Screening for Modulators of Cytosolic Chaperonin Activity; purified chaperonin ATPase assay, HTRF ADP detection, 30 min; AID 651819, 2012; actives 0.3% (n = 360,000); activity change, % (test concentration not listed), hits read low; in the data active = activity change below about -30%; note: % is set by controls: 0 for no effect and ±100 for the full control effect
#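 We incubate TRiC, 40 or 20 nM final, with library compounds at 76 uM and 10 uM ATP for 30 min at 37 °C. ADP formed is detected with Transcreener HTRF reagents after 30 min at room temperature.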
# TGFb SMAD3 inh: qHTS for Inhibitors of TGF-b; HepG2 CAGA-GFP TGF-b/SMAD3 reporter, GFP fluorescence, 18 h; TGF-beta stimulated, 500 pg/mL final; Potency, µM (titrated, usually from 46.1 µM), inactives show at the highest dose activity, negative = inhibition, most hits filed as inhibitors; actives 1.2% (n = 410,000); AID 588855, 2011; note: potency is the fitted concentration of half-maximal effect; % is set by controls: 0 for no effect and ±100 for the full control effect; nearly all actives have a fitted effect of over 65% in size
#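 HEPG2 CAGA-GFP, 1000 cells/well; 2 h settle, 37 C; cpd via pin tool; TGF-b 500 pg/mL final; 18 h, 37 C; GFP imaging ex488/em500-530; %Activity normalised to -TGF-b and +DMSO controls; CRC fit, curve class.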
# S2 tox: Viability Counterscreen for Primary qHTS for Inhibitors of ATXN expression. Potency, µM (highest dose often 56.7 µM), usual class: cytotoxic. actives 0.49% (n = 400,000). S2 cells (HEK-293 line with an ATXN2-luciferase reporter) viability, CellTiter-Fluor protease fluorescence, 24 h; note: potency is the fitted concentration of half-maximal effect; nearly all actives have a fitted effect of over 40% in size
# A549 tox: Nrf2 qHTS screen for inhibitors: counterscreen for cytotoxicity; A549 ARE-Fluc cells, CellTiter-Fluor viability, 18-24 h; Potency, µM (doses to about 46 µM), for the others: at the highest dose activity change, negative = cytotoxicity, hits mostly inhibitors; actives 0.16% (n = 390,000); AID 504648, 2011; note: potency is the fitted concentration of half-maximal effect; % is set by controls: 0 for no effect and ±100 for the full control effect
#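 A549 ARE_Fluc cells in 5% FBS OPTI-MEM were exposed to compounds in concentration-response for 18-24 h at 37 deg C. Viability was read by CellTiter-Fluor fluorescence (Ex 405/Em 525) after 30 min, before the luciferase read.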
# Akt phos inh: HTS Assay for Inhibitors of Akt Phophorylation: Primary Screen | Neuro2A IGF-stimulated pAkt S473 HTRF, 20 min; stronger effect = lower value | activity change, % for hits at 50 µM | actives 0.32% (n = 360,000); in the data active = activity change below about -80%; inconclusive = mostly about -51% to -80%; note: % is set by controls: 0 for no effect and ±100 for the full control effect
#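 Neuro2A cells (4,500/well, DMEM with 0.5% FBS) were treated with compound at a single 50 µM final concentration, stimulated with 6 nM IGF for 20 min at 37 °C, and lysed. Phospho-Akt Ser473 was read by HTRF as 665/615 ratio ×10^4.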
# Nrf2 activator: qHTS of Nrf2 Activators; AREc32 ARE-luciferase reporter (MCF7-derived line), luminescence, 24 h; Potency, µM (series often up to 46.1 µM), without a hit: top-dose activation, usual class: activators; actives 0.31% (n = 410,000); note: potency is the fitted concentration of half-maximal effect; % of control where 0% means no effect; nearly all actives have a fitted effect of over 65% in size
#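 AREc32 cells carrying an ARE-driven firefly luciferase, 1000 cells/well in OPTI-MEM with 5% FBS, dosed after overnight attachment and incubated 24 hr at 37 deg C. Steady-Glo luminescence read after 30 min at RT.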
# Nrf2 inh: Nrf2 qHTS screen for inhibitors. A549 ARE-Fluc reporter, luciferase luminescence, 18-24 h. Potency, µM (series often up to 46 µM), without a hit: top-dose activity change, negative = inhibition, hits mostly inhibitors. actives 2.1% (n = 360,000). AID 504444, 2011; note: potency is the fitted concentration of half-maximal effect; % is set by controls: 0 for no effect and ±100 for the full control effect; nearly all actives have a fitted effect of over 60% in size
#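 Cells were seeded and rested 2 h, then exposed to compounds for 18-24 h. CellTiter-Fluor was read first as a viability measure. BugLite was added 15 min before the final luminescent read of ARE-luciferase activity in A549 cells.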
# An asterisk follows results filed as active; i = inactive; ? = inconclusive; nt = no result given; & = joins results of further samples; [ ] = another dose, or the depositor's remark. Unless noted, calls come from the whole dose curve; as a rule, active = well fitted curve in the direction sought with a large enough effect; inconclusive = small, poorly fitted or top-dose-only effect, or another doubt; inactive = no such curve, though single readings can be large; an effect the other way counts as inactive or inconclusive.
Compound	Mm-Cpn inhibitor	HepG2 tox	CCT modulator	TGFb SMAD3 inh	S2 tox	A549 tox	Akt phos inh	Nrf2 activator	Nrf2 inh
C/C(=N/NC(=O)c1ccccc1)C(=O)O	0%	-4%	-1.9	-29%	i	-8%	i	2.3%	?
COc1ccccc1C(=O)N/C(=C/c1ccco1)C(=O)Nc1cccc(C(=O)O)c1	-2%	10%	-1.6	5%	i	-5%	i	-0.1%	11%
O=C(Nc1ccc2nc(-c3ccco3)[nH]c2c1)c1cccs1	-4%	-28%	-4.1	-1%	i	-4%	i	3.7%	-36%
Cc1ccc(N(C(=O)CS(=O)CC(=O)Nc2ccc(F)cc2)C(C)C(=O)NC(C)(C)C)cc1 (centres undefined)	1%	-10%	-3.2	2%	i	6%	i	-0.8%	1%
COc1cc2sc(C)nc2c2sccc12	0%	-2%	0.6	-15%	i	-2%	i	4.0%	-11%
CC(C)(C)OC(=O)N[C@@H](Cc1ccccc1)C(=O)N1CCC(C(=O)O)CC1	2%	15%	-1.9	-2%	i	-6%	i	-0.6%	?
O=C(CN1CCN(Cc2ccccc2)CC1)NNC(=O)c1ccc(Cl)cc1	3%	-5%	-1.2	-11%	i	-2%	i	-0.5%	5%
O=C(Cn1c2ncccc2c(=O)n1-c1ccccc1)NCc1ccccc1Cl	nt	-1%	nt	1%	nt	2%	nt	-0.7%	4%
Cc1cccc(CCN=C(N)NS(=O)(=O)c2ccccc2)c1	1%	-30%	-0.1	-30%	i	-5%	i	-0.2%	-9%
O=C(NNC(=O)c1ccccc1F)c1ccc(-n2cncn2)c([N+](=O)[O-])c1	2%	5%	0.5	-12%	i	-3%	i	-0.7%	0%
O=C(O)/C=C/c1ccc(Cn2ccnc2)cc1	nt	-12%&-2%	-1.2&0.1	-11%&-3%	i	-10%&-10%	i	0.0%&0.5%	-4%&-20%
c1ccc(Oc2nc(NCc3ccco3)nc(NCc3ccco3)n2)cc1	1%	-18%	-3.2	-3%	i	5%	i	3.8%	12%
COc1ccc(N2C(=O)NC3CC2(C)Oc2ccc(Br)cc23)cc1OC (centres undefined)	-4%	-4%	1.9	5%	i	-4%	i	0.5%	nt
CS(=O)(=O)n1nc(-c2ccc(Cl)cc2)nc1N	-4%	-19%	-1.6	?	i	1%	i	0.8%	4%
O=C(c1cccc(Cl)c1)N1CCCc2ccccc21	-2%	1%	-5.2	13%	i	-14%	i	0.0%	-10%
Cc1ccccc1NC(=O)c1cccc(NC(=O)c2c(C(=O)O)cccc2[N+](=O)[O-])c1	nt	-4%	0.9	0%	i	1%	i	-0.6%	1%
CCn1c(CNC(=O)c2ccco2)nnc1SCC(=O)Nc1cc(C(F)(F)F)ccc1Cl	0%	-8%	-0.3	-1%	i	-1%	i	-0.1%	nt
CCC(C)N(CC(=O)Nc1cccc(C)c1C)C(=O)CCl (centres undefined)	0%	-49%	2.8	22µM*	nt	3%	i	7.9µM*	?
CN1C(=O)C(O)(CC(=O)/C=C/c2ccco2)c2ccccc21 (centres undefined)	0%	-1%	0.1	-5%	i	0%	i	2.4%	?
Cc1noc(C)c1NC(=O)Nc1ccc2c(c1)CC(=O)N([C@@H](C)CO)C[C@@H](C)[C@@H](CN(C)C(=O)Nc1cccc3ccccc13)O2	0%	19%	-1.7	0%	i	6%	i	-0.3%	4%
CCN(CC(=O)Nc1ccccc1C(F)(F)F)C(=O)c1ccc2c(c1)NC(=O)CS2	1%	4%	0.8	0%	i	-1%	i	3.2%	5%
COc1ccccc1CNC(=O)c1ccc(CS(=O)c2ccccc2Cl)o1 (centres undefined)	nt	-13%	nt	-11%	nt	8%	nt	0.4%	-26%
CCOc1ccc2c(c1)C(N(CCN1CCOCC1)C(=O)Nc1ccccc1)CC(C)(C)O2 (centres undefined)	-3%	-7%	-1.5	-15%	nt	0%	i	0.0%	0%
CCOc1ccc(-c2nnc(SCC(=O)Nc3cccc(OC)c3)nc2-c2ccc(OCC)cc2)cc1	nt	-2%	nt	-10%	nt	6%	nt	0.2%	nt
COCCNC(=S)Nc1ccc(N2CCOCC2)c(S(=O)(=O)Nc2ccc(Cl)cc2)c1	nt	-16%	-0.5	-11%	i	nt	i	-0.7%	nt
Cc1ccccc1S(=O)(=O)Cc1ccc(C(=O)O)o1	0%	-1%	0.9	-4%	i	19%	i	-0.3%	0%
C=CCN1C(=O)C(Cc2ccc(OC)cc2)S/C1=N\N=C\c1cccs1 (centres undefined)	-2%	-1%	-3.1	-21%	i	-4%	i	0.3%	11%
Cc1ccc(NS(=O)(=O)c2ccc3[nH]c4c(c3c2)CCCCCC4)cc1Cl	nt	13µM*	nt	11µM*	?	?	nt	-3.2%	?
O=C(CSc1nnnn1-c1ccccc1)Nc1ncc2c(n1)CC(c1ccco1)CC2=O (centres undefined)	-5%	12%	-1.5	22%	i	-2%	nt	1.8%	-24%
COC(=O)[C@]1(Cc2ccccc2)N[C@H](CN(C)S(=O)(=O)c2ccc(F)cc2)[C@@H]2C(=O)N(Cc3ccccc3)C(=O)[C@@H]21	2%	-13%	-5.9	0%	i	-2%	i	-1.0%	-4%

# Two compounds from above with just Nrf2 inh and A549 tox:
Structure,Nrf2 inh,A549 tox
CCn1c(CNC(=O)c2ccco2)nnc1SCC(=O)Nc1cc(C(F)(F)F)ccc1Cl,nt,-1%
CCC(C)N(CC(=O)Nc1cccc(C)c1C)C(=O)CCl (centres undefined),?,3%

# Next structures
Compound	Mm-Cpn inhibitor	HepG2 tox	CCT modulator	TGFb SMAD3 inh	S2 tox	A549 tox	Akt phos inh	Nrf2 activator	Nrf2 inh
Cc1nn(-c2ccccc2)c(Cl)c1/C=C(\C#N)C(=O)NC(C)C	1%	-22%	-1.2	3%	?	-2%	i	?	3%
O=C(N/N=C/c1ccccc1OCc1ccccc1)c1cccnc1	3%	-31%	-0.1	-13%	i	4%	i	0.8%	14%
COc1ccc(-n2c(COc3cccc4ccccc34)nnc2SCC(=O)NCc2ccco2)cc1	-3%	-29%	1.6	?	i	?	i	6.3%	?
Cc1nc(NCc2ccc3c(c2)OCO3)c2nnn(Cc3ccccc3)c2n1	-1%	-8%	-2.8	18%	i	-6%	i	-0.2%	nt
Cc1cc(C)c(C(=O)N2CCC(N3CCC(C(=O)NC(C)C)CC3)CC2)o1	3%	-13%	-0.5	19%	i	2%	i	-0.3%	1%
CC1=[N+]([O-])C(C)(C)N(O)C1(C)C	-1%	1%	-1.4	-11%	i	4%	i	-0.4%	-1%
Cc1cccc(C)c1NC(=O)c1nc(S(C)(=O)=O)ncc1N(Cc1ccc(C(C)(C)C)cc1)Cc1ccco1	nt	-30%	nt	-30%	i	0%	nt	5.2%	6%
CCOc1ccc(CNC(=O)c2ccc(Sc3ccc(C)cc3)c(NC(C)=O)c2)cc1	?	-15%	-1.2	-9%	i	-19%	i	0.2%[9.22 µM]	?
Cc1ccccc1OCC(=O)NCC(=O)OC(c1ccccc1)c1ccccc1	nt	3%	nt	1%	nt	1%	nt	nt	5%
O=C(O)c1cc2nccc(-c3ccco3)n2n1	-4%	-12%	-0.8	-7%	i	-17%	i	-0.4%	-18%
Clc1cccc(CNc2ccn3nc(-c4ccc(OCc5ccccc5)cc4)cc3n2)c1	nt	-30%	-2.7	-25%	i	nt	i	0.4%	nt
Cn1c2ccccc2c(=O)c2cc(C#CC3=CCCCC3)ccc21	-17%	-27%	-3.2	?	i	2%	i	?	?
O=C(Nc1cccc(Cl)c1)C1C2CCC3C(CCC21)C3(Cl)Cl (centres undefined)	-1%	2%	0.1	?	?	-15%	i	-0.4%	?
Cc1ncn(C23CC4CC(CC(C4)C2)C3)n1	5%	9%	1.7	?	i	-7%	i	-0.6%	15%
CCOn1c(=O)c(=O)n(O)c2ccccc21	-1%	-3%	0.6	-3%	i	1%	i	0.4%	10%
N#Cc1c(Nc2ccc(Cl)cc2)s[nH]c1=O	1%	-177%	2.7	?	i	-2%	i	11%	-12%
Cc1cccc(C)c1NC(=O)Cn1c(=O)n(Cc2ccccc2)c(=O)c2c(C)c(C(=O)N(C)C)sc21	nt	-31%	nt	-5%	i	-3%	nt	0.0%	nt
COc1ccc2c(Sc3ccc(C)cc3)c(C(=O)NCCc3ccccc3)[nH]c2c1	nt	-2%	nt	0%	i	5%	nt	4.4%	9%
CCc1nc2ccc(C(=O)N(C)Cc3ccco3)cn2c1N(C)CCCc1ccccc1	nt	-42%	-1.7	?	?	nt	i	0.5%	nt
CC(=O)Nc1ccccc1NC(=O)C/C(C)=N/NC(=O)Cc1cccc2ccccc12	3%	5%	-0.3	-2%	i	0%	i	-0.7%	6%
O=C1COc2ccc(C(=O)COC(=O)CCc3ccc(S(=O)(=O)N4CCOCC4)cc3)cc2N1	-2%	1%	-3.1	-5%	i	-8%	i	-1.2%	12%
CC(=O)c1cccc(NC(=O)NC2CCCc3ccccc32)c1 (centres undefined)	-9%	-16%	-2.1	-4%	i	16%	i	3.1%	-16%
CCCOc1ccc(-c2nc(OCC)c3ccccc3n2)cc1	-6%	6%	-0.6	25%	i	2%	i	5.1%	?
